# CR mimetic SO = reduction of superoxide in aged yeast, primary screen, HTS | 0.18% of 330,000 active | AID 2690, 2010 | S. cerevisiae aged cells, superoxide DHE fluorescence; hits give low values | superoxide response (% of plate mean), % at 10 µM;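 active means superoxide response under a set limit, about three screen SD below normal, cut at about 65% in these data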;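 further: yeast aged for seven days with compound at 30 °C before DHE staining; 100% = average MFI of all compound-treated wells on the plate with controls excluded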
# core dimer inh = inhibitors of HCV core protein dimerization, primary screen, biochemical, TR-FRET, high-throughput | TR-FRET GST/Flag-core106 dimerization, 1536-well | inhibition, % at 5 µM | 0.33% of 300,000 active;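 active means inhibition above the mean of all tested compounds plus 3 SD, set per screening campaign, cut at about 45% in these data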
#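 assay system = GST-tagged and Flag-tagged HCV core protein residues 1-106 | controls = unlabelled core106 and no-GST-core106 wells | incubation = compound-protein-antibody incubation 4 h at 22.5 °C | probe or stimulus = Eu donor and XL665 acceptor anti-tag antibodies | read-out = % inhibition based on acceptor/donor emission ratio | signal = TR-FRET 671 and 617 nm emission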
# PP1 counter = PP1-alpha phosphatase inhibitors, primary screen, counter-screen for PP5 inhibitor project, biochemical, fluorescence, OMFP substrate, single point; Serine/threonine-protein phosphatase PP1-alpha catalytic subunit (Homo sapiens), P62136; purified PP1alpha; inhibition, % at 6.7 µM; 0.9% of 320,000 active;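 active means inhibition above the mean inhibition of all tested compounds plus 3 SD, computed separately for each screening campaign, cut at about 15% in these data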
# TPT1 inhibitor = Candida albicans TPT1 enzyme inhibitors, primary screen, biochemical, fluorescence polarization | tRNA 2'-phosphotransferase TPT1 (Candida albicans SC5314) | recombinant caTPT1, FP RNA substrate dephosphorylation | inhibition, % at 5 µM | 0.81% of 300,000 active;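 active means inhibition above the mean of all tested compounds plus 3 SD, set per screening campaign, cut at about 24% in these data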;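 further: plate controls were DMSO alone for no effect and ferristatin control at 100 nM for full effect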
# Fh CTSL1 inh = Fasciola hepatica cathepsin L1 inhibitors, primary screen, counter-screen for PFM18AAP inhibitor project, biochemical, QFRET, fluorogenic peptide substrate | recombinant F. hepatica cathepsin L1, Z-Leu-Arg-MCA fluorescence | inhibition, % at 5.96 µM | 0.49% of 300,000 active | AID 1906, 2009;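 active means inhibition above the mean of all tested compounds plus 3 SD, set per screening campaign, cut at about 17% in these data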;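 further: 0% = plate median of test compound wells and 100% = 1 µM Z-Phe-Ala-diazomethylketone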
# EBNA-1 inh = EBNA-1 DNA-binding inhibitors, primary screen, biochemical, fluorescence polarization. inhibition, % at 14.8 µM. 0.34% of 300,000 active. AID 1950, 2009; in the data active means inhibition above about 28%
# ZTA DNA inh = counter-screen for EBNA-1 inhibitors: inhibitors of Epstein-Barr virus ZTA. P03206. ZTA-DNA binding, fluorescence polarization. inhibition, % at 11 µM. 0.15% of 320,000 active; in the data active means inhibition above about 33%
# PP5 inh = PP5 phosphatase inhibitors, primary screen, biochemical, fluorescence. Serine/threonine-protein phosphatase 5 (Homo sapiens), P53041. purified PP5c, OMFP substrate fluorescence. inhibition, % at 6.7 µM. 0.18% of 320,000 active;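 active means inhibition above the campaign's mean inhibition across all tested compounds plus 3 SD, cut at about 9.5% in these data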;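 further: 0% = DMSO only and 100% = 100 µM cantharidin control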
# Target sequence (P53041 whole entry, looked up): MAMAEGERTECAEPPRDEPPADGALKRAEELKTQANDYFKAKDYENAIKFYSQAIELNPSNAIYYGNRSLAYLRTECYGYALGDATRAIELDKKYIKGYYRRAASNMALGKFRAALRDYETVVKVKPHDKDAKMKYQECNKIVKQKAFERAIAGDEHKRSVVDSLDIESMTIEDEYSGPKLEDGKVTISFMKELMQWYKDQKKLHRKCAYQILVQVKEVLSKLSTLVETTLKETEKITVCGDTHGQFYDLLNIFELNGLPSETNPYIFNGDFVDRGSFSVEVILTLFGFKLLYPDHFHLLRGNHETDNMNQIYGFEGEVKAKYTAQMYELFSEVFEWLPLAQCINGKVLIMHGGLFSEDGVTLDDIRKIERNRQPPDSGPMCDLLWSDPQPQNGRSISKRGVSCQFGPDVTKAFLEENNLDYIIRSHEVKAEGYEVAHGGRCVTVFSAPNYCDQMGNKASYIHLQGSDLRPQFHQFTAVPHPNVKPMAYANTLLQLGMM
# JMJD2C inh = inhibitors of GASC-1 histone demethylase, primary screen, biochemical, fluorescence, DELFIA europium; 0.069% of 330,000 active; inhibition, % at 2.35 µM; AID 2099, 2009; Lysine-specific demethylase 4C (Homo sapiens), Q9H3R0; GST-JMJD2C(1-420) H3K9me3 demethylation;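 active means more than half of a compound's replicate wells show inhibition beyond 50%, single wells judged on their own value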;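 further: signal counts dimethyl H3K9 product captured on neutravidin plate; 0% = median of DMSO wells and 100% = 0.3 times that DMSO median; strong numbers were not always called active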
# Target sequence (Q9H3R0 1-420 limits assumed): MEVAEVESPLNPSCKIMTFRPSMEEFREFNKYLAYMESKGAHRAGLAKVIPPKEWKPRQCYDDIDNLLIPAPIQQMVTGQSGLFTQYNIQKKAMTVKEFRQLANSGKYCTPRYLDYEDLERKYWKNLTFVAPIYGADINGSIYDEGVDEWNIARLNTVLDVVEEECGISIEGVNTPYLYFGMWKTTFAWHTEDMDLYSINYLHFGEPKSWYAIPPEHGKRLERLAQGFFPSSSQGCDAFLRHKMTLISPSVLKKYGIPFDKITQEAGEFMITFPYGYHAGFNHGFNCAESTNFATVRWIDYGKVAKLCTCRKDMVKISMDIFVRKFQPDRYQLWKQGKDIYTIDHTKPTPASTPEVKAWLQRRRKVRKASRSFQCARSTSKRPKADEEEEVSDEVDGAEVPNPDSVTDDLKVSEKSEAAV
# * = called active by the depositor; . = no result given.
SMILES,CR mimetic SO,core dimer inh,PP1 counter,TPT1 inhibitor,Fh CTSL1 inh,EBNA-1 inh,ZTA DNA inh,PP5 inh,JMJD2C inh
COc1ccc(NC(=O)c2cc(-c3ccc(C)o3)nc3ccccc23)c(OC)c1,95.1,9.8,-2.6,-2.4,1.2,0.7,11.6,-0.1,0.4
Cc1nn(-c2ccccc2)c(C)c1/C=C/C(=O)OCC(=O)NC1CCS(=O)(=O)C1 (stereo not drawn),88.7,-6.5,-5.9,2.7,-13.5,-0.8,0.6,0.7,25.2
Cc1nc2nc(CSc3nc4ccccc4s3)cc(=O)n2[nH]1,98.8,-1.8,-5.3,-1.4,-1.9,-14.2,-10.2,-3.7,-8.8
COC(=O)c1c(NC(C)=O)sc(C(=O)N2CCOCC2)c1C,101.4,4.0,-6.2,-0.3,2.4,-0.2,1.0,0.8,-26.9
O=C(NCc1ccccc1)c1ccc(=O)oc1,110.4,-1.5,-3.2,1.6,5.3,-9.9,-14.3,0.8,-0.5
COc1ccc(CCC(=O)Nc2ccc(-c3noc(-c4ccc(OC)c(OC)c4)n3)cc2)cc1,97.8,4.0,-1.8,-0.9,2.7,-0.8,16.9,0.9,-4.6
COc1cccc(COC(=O)C2CC(=O)N(Cc3ccco3)C2)c1OC (stereo not drawn),102.2,5.0,-11.3,0.0,-28.2,-1.9,7.8,1.4,-9.7
Cn1c(SCc2ccccc2)nc(C(F)(F)F)cc1=O,103.4,-1.0,-6.3,-2.1,-3.6,-12.7,0.8,-2.4,-0.7
Cc1oc(-c2ccccc2Cl)nc1Cn1cccc1C1=NC(c2ccccc2)CO1 (stereo not drawn),93.0,-1.5,6.4,-2.2,3.0,3.6,2.4,2.4,-1.2
Cc1cc2c(N=NC(=O)CCc3ccccc3)c(O)[nH]c2cc1Br,113.2,-4.5,-2.2,1.1,-0.5,0.6,-5.2,-0.8,0.8
C=CCN(c1ccccc1)S(=O)(=O)c1cccc(C(=O)OCC(=O)NCCOC)c1,106.8,-1.7,-3.1,0.8,-5.6,-9.6,-1.8,-0.6,-13.2
CC(c1ccccc1)N(C)C(=O)CN1CCN(S(=O)(=O)c2ccc3c(c2)OCCCO3)CC1 (stereo not drawn),91.3,.,-1.9,.,.,.,-8.2,1.6,.
COc1ccc(-c2noc(CNC(=O)CCN3C(=O)[C@H]4CC=CC[C@H]4C3=O)n2)cc1,95.9,1.8,-6.0,3.2,0.2,-20.6,-7.7,-1.0,12.0
C/C(=N/NC(=O)c1ccc(O)cc1)c1cccc([N+](=O)[O-])c1,105.2,-8.4,0.4,-2.6,-2.1,-8.9,-5.5,3.1,3.5
Cc1ccnc(NC(=O)CCC(=O)N(CC(=O)NC(C)(C)C)c2ccc(F)c(Cl)c2)c1,96.1,1.9,-1.3,-1.0,-2.9,-6.7,9.2,3.5,2.3
Cc1ccc2c(c1)C1(C)C(C(C)(C)N2C=O)C1(Cl)Cl (stereo not drawn),83.5,3.3,-4.3,-4.2,0.6,4.1,11.7,-2.0,-3.4
CC(C)OC(=O)CSc1nc2cccnc2n1C1CCCCC1,94.9,1.4,-4.3,0.1,1.6,-11.2,0.5,-4.9,5.5
CCOC(=O)c1cnc2ccc(Cl)cc2c1Nc1ccc(S(=O)(=O)Nc2ncccn2)cc1,98.3,4.7,-2.0,-0.9,0.3,12.4,14.8,-0.8,-0.7
CCc1ccc(CNC(=O)c2ccc(OC)c(OC3CCN(C(C)C)CC3)c2)nc1,92.6,9.1,1.8,-0.7,-4.3,2.5,2.9,4.7,-2.2
O=C(CCN1C(=O)C2CCCCC2C1=O)NNC(=O)c1cccc(Cl)c1 (stereo not drawn),97.9,-0.2,-4.2,0.1,-7.4,1.0,1.5,2.5,3.6
Cc1ccc(NC(=S)N(CCCN2CCOCC2)Cc2cccs2)c(C)c1,87.0,-7.8,7.1,-2.7,2.8,2.1,-20.5,2.7,-11.1
COc1ccc(OC(=O)c2ccc3nsnc3c2)cc1,106.6,0.2,0.0,-2.8,-3.0,1.7,-21.6,3.4,2.3
COC(=O)c1ccc(NC(=O)c2sc3nc(-c4ccccc4)cn3c2C)cc1,162.6,-1.4,-5.9,-0.6,-1.0,-7.3,-15.9,0.3,10.6
CCN(CC)Cc1cc(CC(C(N)=O)C(N)=O)ccc1OC,87.8,-5.3,3.6,-3.9,-1.5,-8.3,-6.7,-0.6,11.6
CC1CCC(NC(=O)CCCCn2c(=O)[nH]c3ccsc3c2=O)CC1 (stereo not drawn),100.2,-3.5,-0.2,1.9,4.3,-17.3,-9.2,0.2,89.4
C=CCn1c(SCC(=O)NCc2ccco2)nc2sc3c(c2c1=O)CCC3,97.2,8.4,0.9,-1.0,6.2,11.0,-12.3,-0.4,-2.2
CCOCC(=O)Nc1nc2ccc(C)cc2s1,92.4,-2.1,0.6,-2.8,6.2,-3.0,-3.1,0.5,-4.7
COc1ccc(-n2c(C)cc(/C=C3\C(=N)N4N=C(CC(=O)N5CCOCC5)SC4=NC3=O)c2C)c(OC)c1,111.8,29.2,4.8,18.3,6.2,-14.8,-1.8,0.9,11.4
C/C(Cl)=C/Cn1c(NCCCn2ccnc2)nc2c1c(=O)[nH]c(=O)n2C,94.2,-4.7,1.7,-0.6,2.0,8.9,-4.9,1.0,25.5
CCn1c(=O)cc(OCC(=O)N(C)C2CCCCC2)c2ccccc21,96.8,0.1,-0.8,-1.9,-3.1,9.4,6.2,0.3,-3.2
CCN(CC)C(=O)Cn1c(=O)n(Cc2ccccc2Cl)c2c1c(=O)n(C)c(=O)n2C,96.5,1.3,-1.0,2.7,0.5,-4.5,5.4,-0.8,2.5
Cc1ccc(C(=O)CSc2nc(-c3ccccc3)cc(=O)[nH]2)cc1,98.5,6.6,3.5,-0.8,-0.5,-4.2,6.9,0.6,10.0
Cc1ccc(-n2ncc3c(=O)n(CC(=O)NCC4CCCO4)cnc32)cc1 (stereo not drawn),100.1,-6.7,-1.2,-3.6,1.2,-6.6,-1.5,0.5,2.1
CC(=O)NCC(=O)OCC(=O)c1ccc(Br)cc1,98.2,-0.7,2.0,-2.7,-11.7,-4.2,7.9,0.7,-26.0
CCOc1ccc(NC(=O)COc2ccc(C(=O)NC3CCCc4ccccc43)cc2OC)cc1 (stereo not drawn),106.7,13.1,-2.8,2.0,1.2,-7.1,-20.8,1.1,0.2
O=C(c1ccc(F)cc1)N1CCC(C(=O)N2CCN(S(=O)(=O)c3cccc(F)c3)CC2)CC1,109.7,2.3,-3.7,-0.7,10.8,6.0,2.1,2.3,2.8
Cc1ccc(S(=O)(=O)N2CCOCC2)cc1C(=O)OCC(=O)NCc1ccccc1,95.0,0.1,2.0,-0.9,4.5,-2.8,-6.5,-1.6,-2.8
CCOC(=O)C1(Cc2cccc(Cl)c2)CCCN(C(=O)c2occc2C)C1 (stereo not drawn),98.1,4.1,-1.1,-0.4,1.2,4.0,2.8,1.9,3.7
Cc1ccccc1Nc1nc(N)nc(CSc2nnc3sc4ccccc4n23)n1,96.9,-4.2,3.0,0.6,-1.0,3.9,-5.9,1.8,1.8
O=C(O)/C=C/c1cccnc1,104.8,-2.5,-1.0,0.6,0.3,-9.7,2.9,0.5,5.5
COc1ccc(-n2c(Cc3cccn3C)nnc2SCC(=O)Nc2ccc3c(c2)OCO3)cc1,96.4,-0.7,-2.6,-1.6,-0.6,-1.9,-8.9,0.9,-2.8
CC1CCCCN1C(=O)COC(=O)c1cc(-c2cccs2)nn1-c1ccccc1 (stereo not drawn),104.5,.,-1.2,.,.,.,7.7,-0.4,4.2
O=C(CSc1nnc(NCc2ccccc2)s1)NC1CCS(=O)(=O)C1 (stereo not drawn),99.3,-5.0,-7.7,5.3,1.4,-13.3,-3.4,4.3,-1.3
O=C(NCCC(c1ccccc1)c1ccco1)c1cccs1 (stereo not drawn),105.0,-3.9,-2.4,-2.8,2.1,-6.6,0.2,0.7,-3.3
CN(C)c1ccc(C2C3=C(CCCC3=O)OC3=C2C(=O)CCC3)cc1,92.9,2.6,4.4,-5.4,0.5,-8.1,-8.2,2.7,5.9
CC1C/C(=N/NC(=O)c2cccc(F)c2)c2ccc(O)cc2C1 (stereo not drawn),96.3,-2.2,-2.2,-0.7,8.7,7.8,-8.8,1.9,2.3
COc1ccc(-c2nnn(CC(=O)N(CC(=O)NC3CCCC3)Cc3ccco3)n2)cc1OC,99.3,4.7,0.6,5.0,-3.6,-3.7,0.5,0.2,-19.0
Cc1cc(C)c(NS(=O)(=O)c2ccc3c(c2)n(C)c(=O)n3C)c(C)c1,92.0,-6.0,-0.6,-2.4,-0.4,-2.3,-13.8,0.3,13.6
CCOP(=O)(OCC)C(NC(=O)c1cccs1)C(F)(F)F (stereo not drawn),90.3,2.2,-1.3,-1.2,-0.7,0.0,14.5,-0.4,-30.7
Cc1ccc(S(=O)(=O)N2CCSC2C(=O)O)cc1 (stereo not drawn),115.7,-0.4,-4.8,-2.7,-2.2,16.6,-5.4,5.2,3.8
COc1cc(C(C)=O)ccc1OC(=O)c1cc2cccc(OC)c2oc1=O,96.9,-1.5,-1.6,1.2,-0.5,4.7,-5.5,0.1,2.8
CCC(C(=O)NCCc1c[nH]c2cc(OC)ccc12)c1ccccc1 (stereo not drawn),106.6,10.4,-2.8,0.4,-0.6,5.4,3.7,-3.6,-5.1
Cc1ccc(NC(=O)CN(C)Cc2ccc(F)cc2)c([N+](=O)[O-])c1,99.3,-4.2,3.4,-0.9,2.8,-1.7,-8.4,3.5,18.9
O=C(O)C1CCCN1C(=O)C12CC3CC(CC(C3)C1)C2 (stereo not drawn),102.0,6.6,0.0,-1.4,-3.1,2.0,5.4,1.0,-3.3
CCCCCC(=O)N1CCN(c2ccc(C(C)=O)cc2F)CC1,128.1,-7.1,-1.8,-0.9,3.0,-5.4,-13.3,0.9,-12.9
O=C(Nc1ccccc1)C1CCCCC1,91.6,-3.7,-3.2,-0.3,-0.9,13.1,-4.5,-1.3,-22.1
O=C(NNC(=O)c1cc(-c2ccncc2)nc2ccccc12)c1ccccc1F,107.2,.,-3.1,.,.,.,10.1,-2.5,-7.8
CSc1ccc(/C=N/NC(=O)CN2CCN(Cc3ccccc3)CC2)cc1,106.3,1.7,-3.5,1.7,-0.2,9.1,15.3,-3.6,-6.0
Cc1cc(NS(=O)(=O)c2ccc(NC(=O)CSc3nnc(-c4ccco4)n3Cc3ccco3)cc2)nc(C)n1,92.9,-5.2,-1.8,-3.1,-0.4,4.2,-5.4,2.7,22.4
Cc1ccc(CN(c2ccc(C(=O)NCC3CCCO3)cc2)S(C)(=O)=O)cc1 (stereo not drawn),99.0,-0.2,1.4,2.8,0.8,-4.8,-11.2,0.6,4.1

# Structures above that contain bromine:
SMILES,CR mimetic SO,core dimer inh,PP1 counter,TPT1 inhibitor,Fh CTSL1 inh,EBNA-1 inh,ZTA DNA inh,PP5 inh,JMJD2C inh
Cc1cc2c(N=NC(=O)CCc3ccccc3)c(O)[nH]c2cc1Br,113.2,-4.5,-2.2,1.1,-0.5,0.6,-5.2,-0.8,0.8
CC(=O)NCC(=O)OCC(=O)c1ccc(Br)cc1,98.2,-0.7,2.0,-2.7,-11.7,-4.2,7.9,0.7,-26.0

# Screening results as filed in PubChem BioAssay.
